Bioassay records as filed in PubChem BioAssay.
PfHsp90 set2: inhibits growth of yeast expressing Plasmodium falciparum Hsp90; S. cerevisiae expressing PfHsp90, BacTiter-Glo ATP, 48 h; yeast lacking PDR1 and PDR3 efflux regulators; inhibition, % at 9.4 µM; actives 0.32% (n = 310,000); AID 504621;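 active = every replicate shows inhibition above about 80%, whatever the replicate mean, limit read from the data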;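 note: 0% = DMSO neutral controls and 100% = 20 µM radicicol positive controls; yeast relying on Plasmodium falciparum Hsp90 in place of its own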
PKA-R1A act: activators of PKA-R1A complex | P00514+P68181 | PKA-R1A dissociation, Cy5-IP20 fluorescence polarization; scaled: DMSO 0%, 113 µM cGMP 100% | activation, % at 11.4 µM | actives 0.083% (n = 340,000);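 active = percent activation above the mean of all tested compounds plus 3 SD, cut at about 19% in these data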;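 note: higher means more PKAc released from R1A so a rise in polarization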
phage Ecoli inh: E. coli growth loss with phage present | growth absorbance | inhibition, % at 11.9 µM | actives 0.26% (n = 360,000) | AID 651602; in the data active = inhibition above about 11%
Tat export inh: E. coli Tat transport inhibition; E. coli MC4100 TorA-mCherry Tat export, fluorescence; inhibition, % at 10 µM; actives 0.036% (n = 340,000);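 active = mean replicate inhibition at least 50% and at least half of replicates individually reaching 50%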;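 note: exported cargo escapes ClpAP degradation while cytoplasmic cargo is degraded and loses fluorescence; 0% = median of neutral control wells and 100% = median of NaSCN control wells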
MOR-DOR inv ag: inverse agonist of human OPRM1-OPRD1 heterodimerization; cell-based MOR-DOR heterodimer luminescence, inverse agonism; inhibition, % at 9.3 µM; actives 0.21% (n = 340,000); AID 504357; in the data active = inhibition above about 22%, passing the limit was not always enough;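 note: 0% = cells with DMSO and 100% = wells without cells with DMSO; values of inactives mirror those of a sister screen read the other way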
Ecoli viability: reduces bacterial viability in AddAB counter-screen | E. coli V3065 growth, OD600 absorbance, 18 h | inhibition, % at 11.9 µM | actives 0.27% (n = 330,000) | AID 449728;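 active = inhibition above the campaign's mean inhibition across all tested compounds plus 3 SD, cut at about 9.9% in these data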;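 note: uninfected addAB+ strain grown without phage in ampicillin broth; 0% = DMSO wells and 100% = ciprofloxacin 0.95 µg/ml wells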
AddAB inh: less growth of phage-infected E. coli with AddAB. E. coli expressing H. pylori AddAB, absorbance growth. inhibition, % at 11.9 µM. actives 0.29% (n = 330,000); in the data active = inhibition above about 12%;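 note: 0% = vehicle wells of infected cells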
MOR-DOR ag: agonists of human mu-delta opioid receptor heterodimerization; P35372+P41143; cells, OPRM1-OPRD1 heterodimerization, luminescence; activation, % at 9.3 µM; actives 0.3% (n = 340,000); AID 504326; in the data active = activation above about 18%;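 note: 0% = vehicle-treated cells and 100% = reference agonist; values of inactives mirror those of a sister screen read the other way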
Arr AP2 block: human beta-arrestin and AP2 interaction inhibition | AID 504490 | actives 0.31% (n = 340,000) | FITC-arrestin peptide / GST-AP2 beads, flow cytometry; AP2 beta2 appendage carries R879A mutation | inhibition, % at 10 µM;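 active = inhibition above a set limit, near 3 SD of compounds lacking own fluorescence, cut at about 54% in these data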;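 note: plate controls were DMSO wells for no effect and 5 µM unlabelled arrestin peptide for full effect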
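Measured by: flow cytometry, FL1 (488/535 nm); Material: AP2 appendage R879A on GSH beads; Evaluation: percent response; Timing: pre-incubation 12 min, peptide binding 1 h, room temperature; Also added: 50 nM FITC-arrestin peptide; Medium: PBS with 0.05% Tween 20 and 0.1% BSA.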
Pemphigus Ab inh: human desmoglein-3 autoantibody binding inhibition; actives 0.48% (n = 310,000); DSG3-coupled beads, scFv-anti-DSG3-GFP binding, flow cytometry; hits give low values; binding (percent of control), % at 10 µM; P32926;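 active = binding more than 3 SD below its plate's average and above zero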;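 note: hits lower antibody fragment binding to DSG3; some compounds called inactive have numbers as strong as hits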
Target sequence (P32926 whole entry, looked up, the tested form may be a part): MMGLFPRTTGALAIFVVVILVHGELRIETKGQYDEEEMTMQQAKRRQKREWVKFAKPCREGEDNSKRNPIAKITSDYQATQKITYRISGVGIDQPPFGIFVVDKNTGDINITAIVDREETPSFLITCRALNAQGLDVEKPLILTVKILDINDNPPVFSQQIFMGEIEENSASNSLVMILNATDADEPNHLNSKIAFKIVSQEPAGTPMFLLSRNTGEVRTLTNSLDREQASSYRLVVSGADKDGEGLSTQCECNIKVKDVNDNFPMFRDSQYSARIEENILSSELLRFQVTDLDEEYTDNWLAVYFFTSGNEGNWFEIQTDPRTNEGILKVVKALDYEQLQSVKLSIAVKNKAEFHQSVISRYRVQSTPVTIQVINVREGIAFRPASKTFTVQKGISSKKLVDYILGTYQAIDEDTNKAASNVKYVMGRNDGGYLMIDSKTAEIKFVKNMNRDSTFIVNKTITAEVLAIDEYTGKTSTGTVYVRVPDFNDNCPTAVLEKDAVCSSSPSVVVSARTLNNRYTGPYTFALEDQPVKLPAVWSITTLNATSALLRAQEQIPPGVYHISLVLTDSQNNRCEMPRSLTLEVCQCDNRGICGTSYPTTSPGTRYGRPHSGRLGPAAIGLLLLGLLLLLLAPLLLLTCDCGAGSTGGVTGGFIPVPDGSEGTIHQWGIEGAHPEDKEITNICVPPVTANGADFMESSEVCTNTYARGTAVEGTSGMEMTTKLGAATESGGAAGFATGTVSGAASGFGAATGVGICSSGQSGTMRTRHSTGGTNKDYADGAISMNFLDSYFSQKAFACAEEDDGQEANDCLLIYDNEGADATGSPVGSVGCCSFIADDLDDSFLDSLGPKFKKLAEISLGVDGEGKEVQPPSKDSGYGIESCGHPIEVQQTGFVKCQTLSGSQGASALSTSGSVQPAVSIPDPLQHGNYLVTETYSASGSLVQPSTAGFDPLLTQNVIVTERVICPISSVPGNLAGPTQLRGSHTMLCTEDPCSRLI
SUMO Mot1 rescue: inhibitors of SUMOylation pathway: yeast Mot1-301 growth rescue. S. cerevisiae Mot1-301 growth rescue, ATP luminescence, 38.5C; percent above DMSO median, 100 means doubled. growth rescue, % at 18.8 µM. actives 1% (n = 320,000);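 active = every valid replicate shows activation above 250% relative to neutral control wells; inactive = the rest, any valid replicate at or below 250%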;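 note: OY570 slx delta 5 strain wells were the positive control but not used for scaling; some compounds called inactive have numbers as strong as hits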
Starred values were filed as active, the others as inactive; x = not tested or not shown.

smiles	PfHsp90 set2	PKA-R1A act	phage Ecoli inh	Tat export inh	MOR-DOR inv ag	Ecoli viability	AddAB inh	MOR-DOR ag	Arr AP2 block	Pemphigus Ab inh	SUMO Mot1 rescue
Cc1ccc(CC(=O)NCCN2CCOCC2)cc1	-5.9	-17.6	-1.2	-0.6	-0.9	0.5	3.8	0.2	11.0	108.0	5.0
COCCNCCCCSc1ccc(Cl)cc1	-17.0	-2.7	4.3	-4.8	-2.4	-0.3	1.3	0.3	23.3	102.7	38.5
CCC(=O)Nc1ccc(Cl)c(NC(=O)c2ccccc2OC)c1	1.7	-3.9	2.3	-3.7	-8.2	-2.1	2.3	1.1	4.2	105.1	-5.1
CCCNC(=O)c1ccccc1C(=O)NCCC	33.8	6.2	1.3	-11.2	14.0	0.9	3.6	-3.3	-0.7	113.0	-3.9
NC(=O)NC(=O)COC(=O)c1ccc2noc(-c3ccccc3)c2c1	1.8	-15.2	-1.7	2.0	-8.9	-1.4	1.7	1.2	-2.1	x	-1.6
CCc1ccc(NC(=O)C2CCCN(S(C)(=O)=O)C2)cc1 (centres undefined)	-0.3	-10.0	2.4	2.4	15.4	-2.0	2.4	-2.6	28.7	98.9	-1.9
O=C(Nc1ccc2nsnc2c1)c1ccc2c(c1)OCO2	x	-0.8	x	8.5	8.3	5.9	2.6	-1.5	3.1	97.9	-4.1
COC(=O)c1ccc(S(=O)(=O)N2CCCCCC2)n1C	-27.5	5.5	1.0	-0.9	18.7	1.5	4.2	-3.8	8.9	x	5.8
Cc1ccc(SCc2cc(=O)[nH]c(/N=C(\N)Nc3cccc4ccccc34)n2)cc1	-3.7	11.9	0.4	-0.1	-1.0	-0.4	2.3	0.1	18.4	100.2	-3.6
CC(C)(C)OC(=O)NCCCCCc1nnc(SCC(=O)Nc2cccc(Cl)c2)o1	51.5	-1.9	2.0	7.6	-29.4	-3.9	-1.7	5.5	20.8	101.2	17.5
COc1ccc(N=C2SC(C(=O)N3CCN(c4ccccc4)CC3)CC(=O)N2C)cc1 (centres undefined)	17.8	2.3	0.8	0.6	-1.4	3.2	-0.9	0.3	-0.5	107.1	16.1
Brc1ccc(C2=Nc3cccc4cccc(c34)N2)o1	-20.2	-14.6	2.0	5.5	-10.3	-1.3	-1.2	1.6	2.6	89.6	-32.8
Cc1cc(C[n+]2ncsc2N)c2ncccc2c1	-4.5	1.1	3.2	1.8	11.1	0.3	-0.9	-2.2	-15.6	100.6	-10.9
Cc1ccc(NC(=O)Cn2ncn3c(cc4ccccc43)c2=O)c(C)c1	-13.5	-11.6	-0.7	-9.1	18.4	-1.0	2.6	-3.7	32.3	97.0	29.2
N#Cc1ccccc1OCC(=O)OCCCOC(=O)COc1ccccc1C#N	3.0	-1.8	0.9	3.8	14.2	1.9	4.2	-2.7	18.1	100.4	299.9*
CCOc1ccc(-c2c(=O)n(O)c3ccccc3[n+]2[O-])cc1	5.1	-8.0	1.9	-6.1	1.6	-1.4	-2.2	-0.4	16.5	103.5	-8.7
COc1ccc(OC)c(Nc2nc(N)c([N+](=O)[O-])c(NC3CCCCC3)n2)c1	-4.9	1.4	1.4	-4.4	11.8	0.0	-0.6	-2.0	4.2	92.8	6.2
CN(c1ccc(C(=O)N2CCN(Cc3ccccc3)CC2)cc1)S(=O)(=O)c1ccc(Cl)cc1	20.6	-3.8	0.9	0.4	3.5	1.1	-0.4	-0.6	31.6	101.0	2.5
CCNC(=O)N(C)C[C@H]1N[C@@](C)(C(=O)OC)[C@H]2C(=O)N(Cc3ccccc3)C(=O)[C@@H]12	6.0	-11.6	1.4	-4.5	13.2	-2.9	4.0	-2.8	-16.6	96.4	-1.8
COc1cc(C2C3=C(CCCC3=O)Nc3[nH]n(-c4ccccc4)c(=O)c32)cc(OC)c1OC (centres undefined)	8.2	5.1	3.2	1.8	7.9	2.9	3.1	-1.4	4.8	92.4	-4.0
CCNc1ccc(C(=O)OCC)cc1NC(=O)c1cccc(S(=O)(=O)N(C)c2ccccc2)c1	-81.4	12.9	4.8	0.2	5.3	1.2	3.7	-1.1	-5.9	84.1	0.2
C=CCn1c(SCc2cc(=O)n3ccsc3n2)nc2scc(C3CC3)c2c1=O	44.0	7.0	1.3	4.2	5.7	0.3	3.0	-1.1	7.1	x	-7.7
O=c1[nH]c2ccc(Cl)cc2c(-c2ccccc2)c1N1CCOCC1	3.9	-16.6	1.4	-0.9	2.7	-0.3	2.8	-0.5	5.7	102.0	10.3
COc1cccc(C(=O)NNc2nc(C)cc(C)n2)c1	-5.9	-18.0	3.9	-6.4	13.5	2.8	5.4	-3.0	-22.5	100.6	6.9
C#CCOc1ccc(/C=C2/C(=O)N(c3cccc(C(=O)O)c3)N=C2C)cc1OC	10.5	2.0	-1.5	3.3	16.4	-0.9	2.2	-3.4	14.8	102.1	-1.6
Cn1c(=O)c(=O)n(C)c2cc(N3CCOCC3)c(NS(=O)(=O)c3ccc(Br)cc3)cc21	-11.1	4.3	5.1	3.0	0.7	-1.7	1.1	-0.1	8.5	88.7	-4.4
Cc1ccc2cc(CN(C(=O)C3CCCO3)C3CCCCC3)c(=O)[nH]c2c1 (centres undefined)	8.5	-5.6	3.0	-1.3	13.9	1.4	2.2	-3.3	3.5	98.1	-4.6
Cc1nn(CC(=O)N(C)C)c(=O)c2ccccc12	x	6.8	2.3	1.0	10.6	0.6	-0.8	-2.1	3.7	116.2	-3.7
COc1ccc(Cl)cc1C(=O)NNC(=O)C1COc2ccccc2O1 (centres undefined)	-9.1	-0.8	-2.6	-4.8	5.9	-4.8	-2.8	-1.1	0.3	99.6	x
C=CCNC(=O)COc1ccc(N(C)S(=O)(=O)c2ccc(NC(C)=O)cc2)cc1	-3.9	-3.0	0.5	-9.8	-17.4	0.1	0.7	3.3	9.1	106.3	-11.8
O=C(CCC(=O)N1CCN(S(=O)(=O)c2ccc(Cl)cc2)CC1)Nc1cccc(Br)c1	13.5	-8.4	2.0	-2.9	1.6	-1.0	1.2	-0.3	-4.2	95.3	-26.5
Cc1ccc2c(CC(=O)O)coc2c1C	26.2	-8.2	1.9	8.8	1.2	-0.4	1.9	-0.3	-11.4	122.3	-0.9
CC12C(=O)N(c3ccccc3)C(=O)C1C(c1ccccc1)N1CCCN12 (centres undefined)	-18.6	3.7	1.4	-2.3	16.1	-0.9	0.4	-3.3	-11.7	x	3.2
COc1ccc(C(=O)Nc2cc(C)nn2-c2nc3ccccc3[nH]2)c(OC)c1	21.5	1.4	-0.1	3.9	28.1	-2.5	-4.6	-6.1	7.1	103.6	x
Cc1ccc2nc(SCC(=O)Nc3ccc(Cl)cc3)nc(=O)n2c1	x	6.5	1.6	0.0	3.8	-1.3	-1.9	-0.6	-5.5	111.7	-5.7
Cc1ccc(C)n1/N=C1/NC(=O)CS1	7.5	-2.5	2.7	4.5	13.5	-0.5	2.2	-2.7	17.6	100.1	2.4
O=C(NCCN1CCOCC1)/C(=C\c1ccc(F)cc1)NC(=O)c1ccccc1	7.7	-4.7	-2.2	1.3	12.7	-0.2	3.4	-2.4	-8.0	x	-9.5
O=C(O)CSc1nc(SCc2ccccc2Cl)nc2c1CCCC2	x	-9.3	3.9	2.6	4.5	-1.4	3.0	-0.8	10.4	x	-15.8
O=C(O)CCCCCN1C(=O)C2CCCCC2C1=O (centres undefined)	7.8	-11.3	4.7	6.0	13.8	0.7	1.9	-2.7	-6.1	x	-5.1
CCOC(=O)c1ccccc1NC(=O)COC(=O)CSC(C)C(=O)Nc1cc(C)on1 (centres undefined)	28.4	8.6	2.6	2.8	11.3	-0.6	1.8	-2.1	-6.8	x	-7.4
CCCC1(c2ccccc2)NC(=O)N(CC(=O)Nc2cc(C)on2)C1=O (centres undefined)	-37.1	4.2	4.8	5.2	6.2	2.8	4.3	-1.2	6.3	103.8	2.0
O=[N+]([O-])CC1(n2nc3ccccc3n2)CCCCC1	7.5	-8.7	x	11.3	5.2	1.0	1.2	-0.9	5.7	107.7	11.4
Cc1ccc(/C(O)=C2/C(=O)C(=O)N(c3ccccn3)C2c2cccc([N+](=O)[O-])c2)cc1 (centres undefined)	5.7	5.6	0.8	-6.9	5.4	-2.5	-1.8	-1.1	22.4	104.4	7.6
CC1CCc2c(sc3nc(SCC(=O)NCc4ccco4)nc(N)c23)C1 (centres undefined)	7.6	4.0	2.9	3.9	-6.2	0.8	2.1	1.5	-5.2	107.0	9.4
Cc1c(C(=O)OCc2ccccc2)[nH]c2c1C(=O)CC(c1ccco1)C2 (centres undefined)	-20.0	-18.1	x	0.9	-47.7	-1.2	3.0	9.3	-1.8	112.1	4.4
O=C(O)CCCC(=O)Nc1ccc(C(=O)N2CCCCC2)cc1	-8.8	0.4	2.1	2.9	13.6	-1.8	1.9	-3.0	-5.0	x	-11.5
Cc1c(NC(=O)c2ccc3c(c2)OCO3)cccc1-c1nc2ccccc2s1	-16.3	-6.7	-1.6	-6.5	-2.9	-1.6	1.3	0.5	-7.5	98.4	123.7
O=C(Nc1ccc(S(=O)(=O)N2CCCC2)cc1)Nc1ccc(F)cc1F	5.2	-9.5	4.0	0.7	-4.0	6.3	5.5	0.7	22.8	101.4	-1.6
Cc1cc(=O)oc2c3c(cc(OCC(=O)NC(C)C)c12)OC(C)(C)CC3	-6.8	-13.8	-1.2	-0.8	12.2	x	x	-2.7	15.4	103.9	0.1
CCc1nc2n[nH]c(N)c2c2c1CSC(C)(C)C2	11.4	-3.2	2.8	-1.2	18.9	1.6	2.6	-3.1	13.3	100.6	2.2
Cn1nnc2cc(C(=O)Nc3ccc(Cl)cc3)ccc21	5.1	-1.2	0.6	1.4	-0.1	-1.1	2.5	0.0	8.8	62.1	-5.6
C=CCOc1c(/C=N\NC(N)=O)cccc1OC	7.1	-1.1	0.5	-7.0	3.5	1.1	0.3	-0.7	25.9	110.2	1.7
CN(Cc1cccnc1)Cc1cn(Cc2ccccc2)nc1-c1ccc2c(c1)OCO2	-46.0	-6.2	4.3	-8.2	-71.3	-0.1	4.6	10.0	3.3	88.7	-10.6

In a second layout: entries from further up.
> CCc1nc2n[nH]c(N)c2c2c1CSC(C)(C)C2
  PfHsp90 set2: 11.4 | PKA-R1A act: -3.2 | phage Ecoli inh: 2.8 | Tat export inh: -1.2 | MOR-DOR inv ag: 18.9 | Ecoli viability: 1.6 | AddAB inh: 2.6 | MOR-DOR ag: -3.1 | Arr AP2 block: 13.3 | Pemphigus Ab inh: 100.6 | SUMO Mot1 rescue: 2.2

> Cc1cc(=O)oc2c3c(cc(OCC(=O)NC(C)C)c12)OC(C)(C)CC3
  PfHsp90 set2: -6.8 | PKA-R1A act: -13.8 | phage Ecoli inh: -1.2 | Tat export inh: -0.8 | MOR-DOR inv ag: 12.2 | Ecoli viability: x | AddAB inh: x | MOR-DOR ag: -2.7 | Arr AP2 block: 15.4 | Pemphigus Ab inh: 103.9 | SUMO Mot1 rescue: 0.1
